# Bioassay records as filed in PubChem.
# TNAP activation fold = human TNAP enzyme activators, primary screen, biochemical, luminescent, no phosphate acceptor, uHTS (AID 1001); purified TNAP, luminescent activation assay, no phosphate acceptor; higher activation fold means a stronger effect; one-dose activation fold at 20 µM; EC50 in µM for titrated hits; actives 0.03% (n = 200,000); in the data active means activation fold from about 3, or a potency from the dose series; inactive means the rest, 99 in 100 with activation fold below about 1.6; further: many of its hits are not listed in these tables
# XIAP displacement = XIAP antagonists, biochemical, IAP family, fluorescence polarization (AID 1018). XIAP BIR domain, fluorescence polarization peptide displacement; higher % means a stronger effect. one-dose displacement, % at 20 µM; IC50 in µM for titrated hits. actives 0.007% (n = 200,000); in the data active means displacement above about 50%; further: a part of the inactive calls stands beside numbers as strong as those of hits
# PMI inhibition = human PMI inhibitors, high substrate, primary screen, biochemical, fluorescence intensity, high mannose 6-phosphate (AID 1220); recombinant PMI enzyme, coupled fluorescence intensity; higher % means a stronger effect; actives 0.66% (n = 190,000); one-dose inhibition, % at 20 µM; IC50 in µM for titrated hits
# PMI inhibitors = MPI enzyme activity inhibition – biochemical, fluorescence intensity, coupled assay, primary screen (AID 1209); actives 0.42% (n = 190,000); inhibition, % at 20 µM, or IC50 in µM where a hit was titrated; purified PMI enzyme, coupled fluorescence intensity; higher % means a stronger effect;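 further: plate controls were DMSO vehicle for no effect and wells lacking substrate for full effect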
# P. falciparum M17LAP = P. falciparum M17LAP inhibitors, primary screen, biochemical, fluorogenic H-Leu-NHMec substrate, 1536-well (AID 1619); recombinant M17LAP, H-Leu-NHMec fluorogenic kinetic assay; higher % means a stronger effect; inhibition, % at 30 µM, or IC50 in µM where a hit was titrated; actives 0.38% (n = 220,000);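 active means compound inhibiting the enzyme by more than half at any dose during confirmatory dose-response retesting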;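 further: plate controls were full reaction with DMSO carrier for no effect and no enzyme background for full effect; strong numbers were not always called active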
# WT yeast gro inh = growth inhibition of WT yeast, mitochondrial fusion screen | mitochondrial fusion phenotypic screen, WT strain | inhibition, % at 10 µM | actives 2.1% (n = 190,000); in the data active means inhibition above about 58%; tested in S. cerevisiae
# P. falciparum M1AAP = malaria alanyl aminopeptidase activity blockers – biochemical, fluorogenic H-Leu-NHMec substrate, 1536-well (AID 1445); recombinant M1AAP, H-Leu-NHMec fluorogenic kinetic assay; higher % means a stronger effect; one-dose inhibition, % at 30 µM; IC50 in µM for titrated hits; actives 0.42% (n = 220,000);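 active means primary inhibition above the hit cutoff, then over 50% inhibition at one or more dose response concentrations, cut at about 23% in these data, passing the limit was not always enough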;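 further: plate controls were DMSO full reaction for no effect and no enzyme background for full effect; strong numbers were not always called active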
# LYP inhibition = inhibitors of LYP phosphatase, biochemical, fluorescence intensity, uHTS (AID 1779); recombinant LYP phosphatase, fluorescence intensity; higher % means a stronger effect; one-dose inhibition, % at 11.5 µM; IC50 in µM for titrated hits; actives 0.054% (n = 290,000);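 further: plate controls were vehicle with enzyme for no effect and no enzyme for full effect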
# Yfh1-depleted yeast = enhancers of respiration in Yfh1-depleted yeast, dose response, Friedreich's ataxia, plus single-dose screen (AID 1465). S. cerevisiae Yfh1-off respiration, WST-1 reduction, 72 h; higher fold induction means a stronger effect. one-dose fold induction at 50 µM; EC50 in µM for titrated hits. actives 0.074% (n = 220,000);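 active means fold induction of absorbance versus untreated yeast above a set limit, then at least 30% activation at any dose in follow-up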;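 further: activators that raise dye reduction in frataxin-depleted yeast; strong numbers were not always called active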
# WT yeast gro inh mutant strain = further read-out of WT yeast gro inh, marked with its call; inhibition, %; mitochondrial fusion phenotypic screen, mutant strain inhibition
# Starred values were filed as active, the others as inactive; i = inactive; . = no result given. Unless noted, no stated cut-off is given here; in the data, active means inhibition above about 50%; inactive means the rest.
SMILES,TNAP activation fold,XIAP displacement,PMI inhibition,PMI inhibitors,P. falciparum M17LAP,WT yeast gro inh,WT yeast gro inh mutant strain,P. falciparum M1AAP,LYP inhibition,Yfh1-depleted yeast
Cn1c(O)c(N=Nc2nc(-c3ccccc3)cs2)c2ccccc21,0.7,-6.5%,35%,14%,-2%,7,-27,4%,2%,i
COc1ccc(S(=O)(=O)Cc2ccc(C(=O)N3CCN(c4ccccn4)CC3)o2)cc1,1,-3.4%,16%,7%,-6%,-6,-2,4%,0%,i
O=C(CSc1nc2ccccc2c(=O)n1-c1ccc(F)cc1)Nc1ccc(Cl)c(S(=O)(=O)N2CCOCC2)c1,1.1,1.3%,-9%,-13%,10%,-8,-14,3%,10%,i
COc1cc(/C=C(\C#N)C(=O)N2CCOCC2)cc(Br)c1O,1,-1.6%,24%,1%,24%,1,9,5%,-8%,i
Clc1ccc2c(NNc3ccccc3Cl)ccnc2c1,1,-17%,-86%,-23%,7%,6,-8,1%,4%,i
CCOC(=O)COc1cccc2c(=O)n(CC(=O)NCCc3ccc(OC)c(OC)c3)ccc12,1.1,-16%,17%,10%,-11%,-9,-14,5%,-2%,i
CCOc1cc(/C=N\NC(=O)c2ccc(C)nc2)cc([N+](=O)[O-])c1O,1,-5.1%,3%,12%,19%,6,9,19%,6%,i
Cc1ccc(CNc2ccc(S(=O)(=O)N3CCOCC3)cc2[N+](=O)[O-])cc1,1.1,-5.8%,11%,11%,-4%,7,0,6%,5%,i
CCOc1cc(CNCCCN2CCOCC2)ccc1OCC(=O)Nc1cccc2ccccc12,1,-5.7%,-8%,-10%,3%,-8,13,6%,-3%,i
CCCCN(C(=O)c1ccc(S(=O)(=O)N(C)C)cc1)c1ccccc1,.,.,.,.,-2%,.,.,4%,-4%,i
O=C(NCc1cccnc1)c1ccc2c(c1)N(Cc1ccccc1)CCS2,.,.,.,.,2%,.,.,13%,-3%,i
O=C(NC(c1ccccc1)c1ccccc1)c1ccc(Br)o1,1.1,-8.0%,8%,10%,3%,4,10,21%,-7%,i
O=C(O)COc1ccccc1C1C2C(=O)N(c3ccccc3)C(=O)C2ON1c1ccccc1 (stereo not given),1.1,-7.6%,6%,12%,8%,8,-1,9%,-5%,i
Cc1cccc(-c2nc3ccccc3c3nncn23)c1,1.2,0.6%,0%,-1%,7%,4,-33,3%,-9%,i
CN1CCC(Oc2ccccc2Sc2ccccc2)CC1,1,-0.8%,-3%,-2%,3%,-4,21,5%,-8%,i
C[C@]12CC[C@@H]3c4ccc(OS(=O)(=O)O)cc4CC[C@H]3[C@@H]1CCC2=O,1.1,-19%,7%,3%,-35%,-6,-19,-8%,-1%,i
C/C(=N\NC(=O)CSc1nc2ccccc2[nH]1)c1ccncc1,1.1,-4.7%,8%,2%,18%,-8,6,4%,-6%,i
Cc1nnc(SCc2cnc(-c3ccc(C(C)C)cc3)s2)n1C,1.1,-3.5%,4%,3%,7%,21,33,6%,-7%,i
O=C(Cc1ccc(Cl)cc1)Nc1ccccc1CO,1,-2.3%,7%,9%,20%,30,-3,9%,-4%,i
COc1ccc(/C=N/Nc2nnc(-c3ncc[nH]3)c3ccccc23)cc1,0.9,-4.8%,4%,2%,9%,-19,-7,4%,0%,i
C=CCn1cnc2scc(-c3ccc(C)cc3)c2c1=O,1.2,-3.7%,-6%,-2%,-8%,-7,2,-4%,-4%,i
CC(=O)N1CSCC1C(=O)N1CCN(c2ccc(N3CCOCC3)nn2)CC1 (stereo not given),1.1,-9.7%,9%,9%,-1%,4,-16,-5%,-8%,i
CC(C)(C)c1cc(C(=O)NNC(=O)c2ccc(C(F)(F)F)cc2)no1,.,.,.,.,1%,.,.,8%,-4%,i
O=[N+]([O-])c1ccc(NCCNS(=O)(=O)c2ccccc2)cc1,1,-8.3%,-1%,-59%,-4%,-6,-13,4%,-1%,i
COc1ccc(/C=C(\C#N)C(=O)OC2CCOC2=O)cc1 (stereo not given),1.1,-5.7%,1%,-5%,8%,-11,7,4%,2%,i
CCOc1ccc(CN(C(=O)c2ccco2)C2CCS(=O)(=O)C2)cc1 (stereo not given),1.1,-2.3%,6%,10%,1%,0,-14,3%,-9%,i
CCOc1ccc(-n2c(=O)[nH]cc(C(=O)Nc3ccc(OC)c(OC)c3)c2=O)cc1,1,-10%,12%,5%,-6%,3,-7,18%,-8%,i
N#Cc1nc(-c2ccccc2F)oc1NCCN1CCOCC1,1.1,-6.6%,0%,0%,-30%,10,4,11%,-9%,i
O=C(N/N=C/c1ccco1)C1CC1(c1ccccc1)c1ccccc1 (stereo not given),1,-7.0%,26%,12%,8%,14,12,5%,13%,i
CC(C)c1nc(C(=O)N2CCCC(CCC(=O)N(C)CCc3ccccn3)C2)cs1 (stereo not given),1.1,-6.3%,10%,16%,8%,-9,-8,6%,-7%,i
COc1cc2oc(=O)ccc2c(OC)c1CC(O)C(C)(C)O (stereo not given),.,.,.,.,16%,.,.,0%,-5%,i
CCCCCC(=O)OC(CN1CCCCC1)CN1CCCC1=O (stereo not given),1.1,-8.3%,-3%,3%,-1%,24,7,-7%,-5%,i
CCc1nnc(NC(=O)[C@@H](NC(=O)c2cc(OC)cc(OC)c2)C(C)C)s1,1,-16%,1%,-2%,26%,-7,9,-1%,5%,i
CC(OC(=O)c1ccccc1NS(=O)(=O)c1cccc(N)c1)C(=O)N(C)Cc1ccccc1 (stereo not given),1.2,-7.5%,6%,21%,-3%,-1,4,4%,-2%,i
Cn1cccc1/C=C1\SC(=Nc2ccc(O)cc2)NC1=O,.,.,.,.,10%,.,.,8%,-3%,i
C#Cc1ccc([C@@H]2C=C(C(=O)N3CCN(Cc4ccc5c(c4)OCO5)CC3)O[C@H](OCC)[C@H]2CCCO)cc1,1.1,-6.6%,18%,18%,4%,21,9,2%,2%,i
CCOC(=O)C1(Cc2ccc(Cl)cc2)CCN(Cc2cnc(N)nc2)CC1,1,-9.0%,-6%,-6%,4%,0,-11,15%,0%,i
O=C(Sc1cccc2cccnc12)c1ccc(F)cc1,1,-18%,11%,11%,-4%,51,49,4%,-9%,i
Cc1ccc(Nc2nc(-c3ccc(S(=O)(=O)N4CCOCC4)cc3)cs2)cc1Cl,1.2,-3.3%,10%,7%,2%,-5,-1,3%,-2%,i
CCOc1ccc(C2C(C#N)=C(N)Oc3cc(C)n(CCN4CCOCC4)c(=O)c32)cc1OCC (stereo not given),1.1,-3.3%,9%,14%,-6%,9,22,13%,61%*,i
COCCNCCCCSc1ccc(Cl)cc1,1.1,-7.1%,1%,7%,-18%,8,15,0%,-7%,i
Cc1c(C(=O)NCc2ccccn2)oc2ccccc12,1.1,-4.7%,4%,5%,3%,-7,0,2%,-8%,i
CCOC(=O)C1ON2CCCCC2C1(O)C(F)(F)F (stereo not given),1.1,-5.8%,-3%,-16%,0%,-13,10,4%,1%,i
CC(=O)c1ccc(NS(=O)(=O)c2ccc(C)cc2)cc1,1,-5.2%,6%,10%,8%,19,19,6%,-1%,i
CC(C)(C)OC(=O)NC1CONC1=O (stereo not given),1.1,0.3%,9%,1%,9%,0,-14,2%,-5%,i
Cc1nnc(NC(=O)c2ccc3ccccc3c2)o1,1,-5.7%,22%,13%,12%,33,6,-8%,-4%,i
CCn1cc(C(=O)NCC2CCCO2)c(=O)c2cc(S(=O)(=O)N3CCCCCC3)ccc21 (stereo not given),1,-2.2%,-2%,-1%,2%,2,0,8%,-8%,i
CC(C)CN(Cc1cc2ccccc2[nH]c1=O)C(=O)c1cccnc1,1,-3.7%,-3%,-3%,0%,0,17,-7%,3%,i
COC(=O)c1c(C(=O)OC)c2oc3ccccc3n2c1Cl,1.1,0.6%,1%,3%,6%,14,12,-2%,-8%,i
O=C(Nc1cccc(N2C(=O)C3C4C=CC(C4)C3C2=O)c1)c1cccs1 (stereo not given),1.1,-3.4%,15%,13%,.,-20,-9,.,-7%,i
O=C(NNS(=O)(=O)c1ccccc1[N+](=O)[O-])c1ccncc1,1,0.9%,4%,-9%,6%,9,-10,1%,2%,i
CCCCC(c1nnnn1CS(=O)(=O)c1ccc(C)cc1)N1CCN(C)CC1 (stereo not given),1,0.2%,.,.,12%,-4,13,2%,-9%,i
COc1cccc(N2C(=O)c3ccncc3C2=O)c1,1.1,-6.1%,9%,12%,4%,4,4,7%,-2%,.
O=C(COC(=O)C12CC3CC(CC(C3)C1)C2)Nc1ccccc1F,1.1,-0.3%,0%,1%,-2%,-1,-8,1%,-2%,i
Cc1ccccc1OCCSc1nnc(-c2ccncc2)n1C,1,-4.0%,-9%,-6%,10%,3,-9,8%,0%,i
O=C(N/N=C/c1cccc(NC(=O)c2ccc(Cl)cc2)c1)c1ccc(O)cc1,.,.,.,.,-7%,.,.,-4%,-3%,i
O=C(Nc1cccc(-c2nc3ccccc3[nH]2)c1)c1ccc(C(=O)Nc2cccc(-c3nc4ccccc4[nH]3)c2)cc1,.,.,.,.,6%,.,.,3%,-31%,i
CCOc1ncccc1C(=O)Nc1ccccc1F,.,.,.,.,-3%,.,.,-2%,0%,i
Fc1ccc(COc2ccccc2-c2ccnc3ncnn23)cc1,1,-3.9%,2%,2%,-5%,13,0,4%,-9%,i
O=C(CSc1nnc(NC(=O)c2ccc3c(c2)OCO3)s1)NCc1ccco1,1.2,-3.5%,0%,-6%,-1%,-11,-8,1%,-12%,i

# In the list so far, these contain a nitro group on carbon.
SMILES,TNAP activation fold,XIAP displacement,PMI inhibition,PMI inhibitors,P. falciparum M17LAP,WT yeast gro inh,WT yeast gro inh mutant strain,P. falciparum M1AAP,LYP inhibition,Yfh1-depleted yeast
CCOc1cc(/C=N\NC(=O)c2ccc(C)nc2)cc([N+](=O)[O-])c1O,1,-5.1%,3%,12%,19%,6,9,19%,6%,i
Cc1ccc(CNc2ccc(S(=O)(=O)N3CCOCC3)cc2[N+](=O)[O-])cc1,1.1,-5.8%,11%,11%,-4%,7,0,6%,5%,i
O=[N+]([O-])c1ccc(NCCNS(=O)(=O)c2ccccc2)cc1,1,-8.3%,-1%,-59%,-4%,-6,-13,4%,-1%,i
O=C(NNS(=O)(=O)c1ccccc1[N+](=O)[O-])c1ccncc1,1,0.9%,4%,-9%,6%,9,-10,1%,2%,i

# Following part:
SMILES,TNAP activation fold,XIAP displacement,PMI inhibition,PMI inhibitors,P. falciparum M17LAP,WT yeast gro inh,WT yeast gro inh mutant strain,P. falciparum M1AAP,LYP inhibition,Yfh1-depleted yeast
Cc1cc(CN(C)C(=O)CCc2nnc(Cc3cccc(C(F)(F)F)c3)o2)on1,1,-2.8%,-3%,1%,6%,1,-8,-2%,-10%,i
CCc1ccccc1NC(=O)CCc1nc(-c2ccc(C)cc2)no1,1.1,-4.1%,5%,8%,4%,-1,-6,3%,0%,i
Cc1cc2cc(C#N)c(NCCNC(=S)NCCCN3CCOCC3)nc2cc1C,1.1,-8.9%,2%,-8%,-11%,11,7,11%,-8%,i
Cc1ccc(N2C(=O)C3C4C=CC(CNC(=S)N5CCN(c6cccc(C)c6)C(C)C5)(O4)C3C2=O)cc1 (stereo not given),1,-6.8%,-48%,-30%,-1%,28,11,-1%,2%,i
